# TDP1 cell CPT: growth inhibition of DT40 Tdp1-/-;hTDP1 cells with camptothecin (screen for TDP1 inhibitors); chicken DT40 Tdp1-/-;hTDP1 cells + 20 nM CPT, ATP luminescence, 48 h; Potency, µM (top dose mostly 46.2 µM), for the others: top-dose activity change, negative = growth inhibition, usual class: inhibitors; hit rate 12% among 420,000; further: nearly all actives have a fitted effect of over 55% in size
#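 Chicken DT40 Tdp1-/- cells stably complemented with human TDP1 were seeded at 400 cells/well in medium containing 20 nM camptothecin, exposed to pin-transferred compounds, and grown at 37 °C for at least 48 hr. Viability was read as ATP luminescence.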
# N370S GC: inhibits or activates N370S mutant glucocerebrosidase. P04062. N370S GC spleen homogenate, 4MU-glucoside fluorescence. Potency, µM (highest dose often 59.4 µM), for inactives: top-dose activity change, negative = inhibition, usual class: inhibitors. hit rate 0.092% among 330,000;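 further: 0% = full enzyme activity and -100% = no enzyme basal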
# FEN1 inh: inhibitors of human flap endonuclease 1; P39748; Potency, µM (series often up to 114 µM), without a hit: at the highest dose activity change, negative = inhibition, usual class: inhibitors; hit rate 0.35% among 390,000; Recombinant FEN1 flap cleavage, fluorescence, 15 min; further: nearly all actives have a fitted effect of over 65% in size
# Target sequence (P39748 whole entry, looked up): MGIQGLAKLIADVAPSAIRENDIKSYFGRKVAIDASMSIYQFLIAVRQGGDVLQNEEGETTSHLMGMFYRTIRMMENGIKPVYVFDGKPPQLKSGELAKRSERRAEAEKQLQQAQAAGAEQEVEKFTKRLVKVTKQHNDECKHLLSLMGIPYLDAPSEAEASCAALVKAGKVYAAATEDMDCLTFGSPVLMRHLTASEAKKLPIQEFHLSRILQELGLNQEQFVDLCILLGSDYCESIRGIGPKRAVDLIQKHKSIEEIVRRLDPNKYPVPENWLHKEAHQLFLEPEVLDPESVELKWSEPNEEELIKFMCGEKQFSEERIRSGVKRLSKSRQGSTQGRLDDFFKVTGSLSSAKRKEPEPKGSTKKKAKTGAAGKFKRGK
#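 Reaction started by adding substrate (50 nM final) to 10 nM enzyme after 15 min room-temperature compound preincubation. Reads at 0 and 15 min, with data normalized and fitted to a four-parameter Hill equation.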
# * = called active by the depositor; ? = inconclusive; . = not tested or not shown; & = joins results of further samples; [ ] = another dose, or the depositor's remark. The call rests on the fitted dose curve; in most records, active means well fitted curve in the direction sought with a large enough effect; inconclusive means small, poorly fitted or top-dose-only effect, or another doubt; inactive means no such curve, though single readings can be large; an effect the other way counts as inactive or inconclusive. Unless noted, on the % scale 0 is the no-effect control and ±100 the full control effect; potency means the concentration at half of the fitted maximal effect.
SMILES,TDP1 cell CPT,N370S GC,FEN1 inh
COc1cccc(CN(C)CC(=O)Nc2cc(S(=O)(=O)N3CCCC3)ccc2Cl)c1OC,21µM*,-4%,15%
Cc1cc(Cl)ccc1OCC(=O)N(Cc1cccs1)C1CCS(=O)(=O)C1 (configuration not stated),?,-2%,-1%
CC(C)OC(=O)c1ccc(NC(=O)c2cncc(Br)c2)cc1,?,5%,-15%
CN1CCN(c2ccc(NC(=O)c3cc(Cl)c4c(c3)OCCO4)cc2)CC1,-21%,-1%,-5%
O=C(NCCc1ccccn1)c1cc(-c2ccc(Cl)c(Cl)c2Cl)nc2ccccc12,?,-24%,-14%
N#Cc1c(N)nc(Sc2ccc(Cl)cc2)c(C#N)c1-c1ccccc1Cl,16µM*,-14%,-13%
CCCCCOC(=O)CSc1nnc(-c2ccccc2)c(=O)[nH]1,-5%,-3%,3%
CCn1c(C)nnc1SCC(=O)NC1CCCCCC1,-4%,-6%,0%
Fc1ccc(N2CCN(c3nc4ccccc4c4nc(-c5ccccc5)nn34)CC2)cc1,?,.,4%
CCN(CC(=O)c1c(N)n(C)c(=O)n(C)c1=O)c1cccc2ccccc12,?,-5%,-21%
S=C(NCc1ccc(Cl)cc1)Nc1ccncc1,8.2µM*,-28%,-21%
CCOc1ccc(N(CC(=O)Nc2cccnc2)S(=O)(=O)c2ccc(C)cc2)cc1,-14%,?,-11%
CCn1c2ccccc2c2cc(/C=C3/C=Cc4ccccc43)ccc21,?,.,-23%
Cc1ccc(NC(=O)CNC(=O)CC23CC4CC(CC(C4)C2)C3)c(O)c1,-24%,-1%,-3%
O=C1CCC(/C=C/c2ccccc2)=NN1,0%,-1%,7%

# Single records (already shown). Order of screens: TDP1 cell CPT | N370S GC | FEN1 inh
# `O=C(NCCc1ccccn1)c1cc(-c2ccc(Cl)c(Cl)c2Cl)nc2ccccc12` across the screens: ? | -24% | -14%
# `CCn1c(C)nnc1SCC(=O)NC1CCCCCC1` across the screens: -4% | -6% | 0%
# `Cc1cc(Cl)ccc1OCC(=O)N(Cc1cccs1)C1CCS(=O)(=O)C1` (configuration not stated) across the screens: ? | -2% | -1%

# The list goes on.
SMILES,TDP1 cell CPT,N370S GC,FEN1 inh
O=C(N/N=C/c1ccccn1)c1ccc([N+](=O)[O-])cc1Cl,?,-6%,-6%
CCCCOC(=O)Oc1ccc2c(=O)c(Oc3cc(C)cc(C)c3)coc2c1,7%,-2%,-1%
COc1cc(C2NC(=O)C(C#N)=C(S)N2c2ccc(C)cc2)ccc1OC(C)C (configuration not stated),?,11%,0%
Cc1ccc(CSCC(=O)NCc2ccc(F)cc2)cc1,1%&-17%,3%,1%&-10%
CN(C1CCCCC1)S(=O)(=O)c1ccc(NC(=O)c2ccc(Br)o2)cc1,?,6%,-18%
NC(=O)Cc1cn(-c2ncc(C(F)(F)F)cc2Cl)c2ccccc12,-17%,-2%,-2%
Cc1ccc(NC(=O)Nc2cccs2)nc1,-28%,?,7%
CCN(CC)CC#CCC(O)(c1ccccc1)c1ccccc1,-22%,-21%,6%
CNC(=O)CSc1nnc(NC(=O)C2CC(=O)N(c3ccccc3OC)C2)s1 (configuration not stated),-7%,2%,3%
CCOC(=O)Nc1ccc2c(c1)N(C(=O)CCN1CCOCC1)c1ccccc1S2=O (configuration not stated),3.7µM*,-20%,2%
Nc1nc(NC(=O)c2ccco2)nn1-c1ccccc1,-3%,8%[2.35 µM],0%
C/C(=N\Nc1ccc2nncn2n1)c1ccco1,1%,-2%,1%
COc1cc(Cn2nnc3ccccc32)ccc1O,-17%,-4%,-4%
N#CC1=C(N)N(c2ccc(Cl)cc2)C2=C(C(=O)CCC2)C1c1cc(CN2CCOCC2)cs1 (configuration not stated),?,.,-14%
COc1cc(C(=O)OCC(=O)NCC2CCCCC2)ccc1OCC(C)C,?,0%,5%
O=C(COC(=O)c1ccccn1)Nc1cccc(Cl)c1Cl,-7%,1%,-7%
O=C1CCc2cc(S(=O)(=O)Nc3cccc(F)c3)cc3c2N1CC3,-18%,-3%,-5%
CC(=O)c1cccc(NC(=O)c2ccc(C)c(S(=O)(=O)N3CCOCC3)c2)c1,-9%,-7%,0%
O=[N+]([O-])c1cccc(-c2ccc(/C=N/NC(=S)Nc3ccccc3)o2)c1,-14%,8%,8%
O=C(COC(=O)CCNS(=O)(=O)c1ccc2c(c1)OCCO2)NC1CCCc2ccccc21 (configuration not stated),-6%,3%,-4%
COc1ccc(/C=N/Nc2nc(C)cc(-c3ccccc3)n2)cc1OC,-124%,-17%,1%
CC(=O)N1CCSc2ccc(S(=O)(=O)NCCc3cccc(C)c3)cc21,21µM*,-1%,13%
O=S(=O)(Cc1cc(Cl)nc(-c2cccnc2)n1)c1ccccc1,?,-1%,-6%
COc1ccc(-c2nn(C)c(=O)c3ccccc23)cc1NC(=O)Cn1nc(C)c2ccccc2c1=O,?,-9%,-2%
Cc1ccccc1-c1nc(NC2CCNCC2)c2ccccc2n1,13µM*,-20%,.
CS(=O)(=O)CCC(C(=O)Nc1cccc(C(F)(F)F)c1)N1Cc2ccccc2C1=O (configuration not stated),-10%,.,-1%
O=C(CCN1C(=O)/C(=C/c2ccc(F)cc2)SC1=S)NC1C=CS(=O)(=O)C1 (configuration not stated),13µM*,-15%,11%
COc1ccc(CCC(=O)NCc2nc3cccnc3n2Cc2ccc(C)cc2)cc1,?,.,15%
CC(C)CN(CCOc1cccc(N2C(=O)C3=C(CCCC3)C2=O)c1)CC(C)C,?,18%,-8%
CCCCC(=O)NC(=S)NNS(=O)(=O)c1ccccc1,-27%,5%,-6%
CCOC(=O)c1ccc(Nc2cc(C)nc(N3CCOCC3)n2)cc1,-24%,-20%,-6%
CCOc1ccccc1Nc1cc(-c2ccccc2)nc(C)n1,?,.,-20%
c1ccc(CCn2nnnc2CN2CCCc3ccccc32)cc1,-15%,9%,-9%
COc1cccc(OC(C)c2ccnc3nc(/N=C/N(C)C)nn23)c1 (configuration not stated),-5%,28%,-2%
CCOc1ccc2[nH]c(=O)c(CN(Cc3nnnn3Cc3ccco3)C3CCCCC3)cc2c1,?,-9%,1%
CCOC(=O)COc1ccc(S(=O)(=O)N2CCN(C(=O)OCC)CC2)cc1,0%,2%,-20%
Cc1ccc2c(c1)N(CC(=O)N1CCN(c3ccccc3)CC1)C(=O)C(C)O2 (configuration not stated),-21%,1%,10%
CCOc1cc(S(=O)(=O)NCc2cccs2)ccc1Cl,?,-16%,-7%
CC(C)c1cc(C(=O)N/N=C/c2ccoc2)cs1,-16%,-1%,13%
Cc1ccc(CNS(=O)(=O)c2c(C(=O)N3CCC(C)CC3)c(C)n(C)c2C)cc1,-16%,.,-1%
O=[N+]([O-])c1cccc(-c2nnc(-c3ccccc3F)o2)c1,-11%,-11%,20%
CCc1nnc(NS(=O)(=O)c2ccc(NC(=O)c3cccc4ccccc34)cc2)s1,11%,0%,13%
c1ccc(-c2ccccc2OCCCCN2CCCCC2)cc1,?,-7%,-3%
C=CCn1c(SCC(=O)NCc2ccco2)nc2sc(C)c(C)c2c1=O,-29%,.,-1%
Cc1ccc(N2CCN(/N=C/C3=C(N4CCOCC4)C(=C\c4ccccc4)/CC3)CC2)cc1,-16%,-5%,5%
CCc1ccc(NC(=S)N2CCCC2)cc1,2%,4%,-13%
O=C(c1ccccc1)N1N=C(c2cccs2)CC1c1ccccc1O (configuration not stated),-22%,?,-8%
CCCCCCC(=O)Nc1ccc(Br)cn1,-5%,22%,-6%
COc1ccc(-c2c(-c3cc(OC)cc(OC)c3)n(C)c3ccc(-c4ccc5[nH]ccc5c4)cc23)cc1,-19%,.,20%
CCOC(=O)C(=CNc1ccc(S(N)(=O)=O)cc1)C(=O)OCC,-4%,-1%,0%
O=C(CSc1nnc(-c2cccc(S(=O)(=O)N3CCCCC3)c2)o1)NCCC1=CCCCC1,?,12%,6%
O=C(NCCc1ccc(F)cc1)c1cccc2c1C(=O)c1ccc(N3CCC(Cc4ccccc4)CC3)cc1S2(=O)=O,?,.,-8%
CC(C)NC(=O)COC(=O)c1cc(Br)ccc1Cl,-14%,-3%,9%
COc1ccc(C(=O)COC(=O)COc2cc(C)cc(C)c2)cc1,10%,1%,-10%
NS(=O)(=O)c1cccc(NC(=O)CCc2ccc(S(=O)(=O)N3CCOCC3)cc2)c1,-14%,-2%,-1%
CC(C)(C)C1CCC(=NNS(=O)(=O)c2ccc(Br)cc2)CC1 (configuration not stated),0%,3%,4%
CCN(CC)S(=O)(=O)c1cc([N+](=O)[O-])ccc1N=Nc1c(O)[nH]c2ccccc12,-19%,-3%,-1%
Nc1nc(SCC(=O)Nc2ncc(C(F)(F)F)cc2Cl)n[nH]1,1%,13%,7%
O=C(COC(=O)CCCNC(=O)c1ccc(Cl)cc1)NC1CC1,17%,3%,1%
Fc1ccc(NC(=S)NC2CC3CCCC(C2)N3Cc2cccs2)cc1 (configuration not stated),3%,4%,-6%
# Going on with the list.
SMILES,TDP1 cell CPT,N370S GC,FEN1 inh
C(=C\c1nc2ccccc2o1)/c1ccc2c(c1)OCO2,?,.,-1%
Cc1cc(C)c(NC(=O)Cn2c(=O)n(-c3cccc(C(F)(F)F)c3)c(=O)c3c(C)c(C)sc32)c(C)c1,-17%,.,-6%
CN(CC(=O)NC1CC1)S(=O)(=O)c1cc(Cl)ccc1Cl,8%,12%,-11%
Cc1cccn2c(=O)nc(SCC(=O)NC3CCCCC3)nc12,-4%,4%,5%
COCCCNC(=O)c1nc2ccccc2c(=O)n1NC(=O)Nc1c(Cl)cccc1Cl,0%,-3%,-4%
COc1ccccc1C(=O)Nn1cnc2ccccc2c1=O,?,12%,0%
COc1ccc(Nc2oc(-c3ccc(COc4ccccc4)o3)nc2C#N)cc1,-7%,.,1%
Cc1ccc(N(CC(=O)NC2CCCCC2)C(=O)CNC(=O)c2ccco2)c(C)c1,-2%,0%,-4%
CSc1cccc(NC(=O)C2CCN(S(=O)(=O)c3ccc4[nH]c5c(c4c3)CCCCC5)CC2)c1,?,.,-3%
Cc1cnc(C(=O)OCC(=O)N(C)CC(=O)Nc2ccccc2Cl)cn1,5%,-14%,2%
CCCc1[nH]nc2c1C(c1ccncc1)C(C#N)=C(N)O2 (configuration not stated),-11%,-5%,-2%
CN(C)c1ccc(C(=O)C(O)c2ccccc2)cc1 (configuration not stated),10%,15%,-9%
Cc1cc(C)nc(-n2ncc3c2CC(c2ccccc2)CC3=O)n1 (configuration not stated),-16%,5%,0%
CCOC(=O)N1CCN(C(=O)C2CC(=O)N(c3ccccc3)C2)CC1 (configuration not stated),17%,0%,-1%
COc1ccc(OC)c(NC(=O)C23CC4CC(C2)CC(n2cnc(Br)n2)(C4)C3)c1,11µM*,?,-16%
COc1ccc(-n2nc3cc(C)c(NC(=O)c4ccc(C)cc4C)cc3n2)cc1Cl,-1%,.,11%
O=C(NCCc1ccc(Cl)cc1)Nc1ccc(Cl)cc1,-24%,-9%,4%
COc1ccc2oc(-c3cccc(NC(=O)c4cc([N+](=O)[O-])ccc4N4CCOCC4)c3)nc2c1,13µM*,.,-14%
CCc1ccc(S(=O)(=O)c2nnn3c2nc(NCc2ccccc2)c2cc(Cl)ccc23)cc1,?,.,17%
CC(C)CCn1c(/C=C/c2ccccc2)nc2ccccc21,16µM*,.,-28%
CCOc1nc(NCc2ccco2)nc(Nc2ccc(OC)cc2)n1,?,1%,0%
Brc1cccc(CNc2nc3ccccc3n2CCN2CCCCC2)c1,?,-11%,-16%
O=C(c1cc(-c2ccc(Cl)cc2)n(-c2cc(Cl)ccc2Cl)n1)N1CCOCC1,?,.,0%
CCCNCC1COc2ccccc2O1 (configuration not stated),-3%,-6%,-1%
CN=c1sc2c(n1C)C(=O)c1ccccc1C2=O,4.1µM*,.,-4%
Cc1ccc2oc(C(=O)Nc3c(C(=O)Nc4ccccc4)oc4ccccc34)cc(=O)c2c1,-20%,.,0%
Clc1ccc(/C=N/c2c(-c3ccc(Cl)cc3)nc3n2CCS3)cc1,-22%,1%[12.8 µM],-5%
COc1ccc(N(CC(=O)Nc2nccs2)S(=O)(=O)c2c(C)nn(C)c2C)cc1,-4%,4%,12%
O=C(Nc1cc2c(cc1C(=O)c1ccccc1Br)OCCO2)c1ccccc1,-4%,.,-10%

# Looked up one by one from the entries so far, seven records:
SMILES,TDP1 cell CPT,N370S GC,FEN1 inh
CC(C)CCn1c(/C=C/c2ccccc2)nc2ccccc21,16µM*,.,-28%
CN=c1sc2c(n1C)C(=O)c1ccccc1C2=O,4.1µM*,.,-4%
O=C(Nc1cc2c(cc1C(=O)c1ccccc1Br)OCCO2)c1ccccc1,-4%,.,-10%
O=C(NCCc1ccc(Cl)cc1)Nc1ccc(Cl)cc1,-24%,-9%,4%
COc1ccc2oc(-c3cccc(NC(=O)c4cc([N+](=O)[O-])ccc4N4CCOCC4)c3)nc2c1,13µM*,.,-14%
CCOc1nc(NCc2ccco2)nc(Nc2ccc(OC)cc2)n1,?,1%,0%
O=C(c1cc(-c2ccc(Cl)cc2)n(-c2cc(Cl)ccc2Cl)n1)N1CCOCC1,?,.,0%

# This is a subset. The share of hits here may be higher or lower than overall.
